# CCHF vOTU inh – CCHFV vOTU protease inhibitors, primary screen, biochemical, Pep-AMC substrate, fluorescence. Crimean-Congo hemorrhagic fever virus L polyprotein viral ovarian tumor (vOTU) protease …. inhibition, % at 11.5 µM. 370,000 tested, 0.55% active. AID 651958, 2012; in the data active = inhibition above about 30%; also: 0% = vehicle wells with enzyme and 100% = no enzyme wells
# MazF activator – activators of E. coli MazEF toxin-antitoxin RNase, primary screen, biochemical, fluorescence, uHTS. Endoribonuclease toxin MazF (Escherichia coli (strain K12)), P0AE70. FAM/BHQ RNA-DNA oligo cleavage fluorescence, 5 h. activation, % at 20 µM. 350,000 tested, 0.32% active. AID 504720, 2011; in the data active = activation above about 50%
# Target sequence (P0AE70 whole entry, looked up): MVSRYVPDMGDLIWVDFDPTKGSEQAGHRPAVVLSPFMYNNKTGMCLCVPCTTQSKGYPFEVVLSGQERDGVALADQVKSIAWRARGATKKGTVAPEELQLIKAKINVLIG
# VHR inh abs – VHR1 phosphatase inhibitors, primary screen, biochemical, absorbance, uHTS | Dual specificity protein phosphatase 3 (Homo sapiens), P51452 | recombinant VHR phosphatase, pNPP absorbance | inhibition, % at 13.3 µM | 290,000 tested, 0.52% active | AID 1654, 2009; in the data active = inhibition above about 50%; also: some compounds called inactive have numbers as strong as hits
# Target sequence (P51452 whole entry, looked up): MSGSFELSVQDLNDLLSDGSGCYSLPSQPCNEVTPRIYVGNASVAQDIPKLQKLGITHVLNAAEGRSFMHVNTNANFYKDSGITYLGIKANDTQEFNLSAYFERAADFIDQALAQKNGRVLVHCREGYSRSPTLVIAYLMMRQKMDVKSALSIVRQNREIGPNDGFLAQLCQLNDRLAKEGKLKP
# PrPC TRFRET – inhibitors of human cell surface prion protein PrPC, primary screen, cell-based, TR-FRET. TR-FRET read-out. inhibition, % at 13.8 µM. Major prion protein (Homo sapiens), P04156. 370,000 tested, 0.43% active; in the data active = inhibition above about 24%; also: 0% = median of the test wells and 100% = reference compound wells
# PriA SSB inh – inhibitors of Klebsiella pneumoniae PriA binding to SSB C-terminal tail, primary screen, biochemical, AlphaScreen; AlphaScreen SSBct-PriA binding, biotinylated peptide; inhibition, % at 33 µM; 430,000 tested, 0.6% active; AID 1272365, 2023; in the data active = inhibition mostly above about 37%, no sharp cut-off; inactive = mostly below about 20%;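 also: plate controls were negative control peptide for no effect and reference peptide for full effect; strong numbers were not always called active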
# TcdB inh – TcdB glycohydrolase inhibitors, primary screen, biochemical, single point, plate reader. inhibition, % at 9.99 µM. 350,000 tested, 0.24% active. TcdB glycohydrolase enzymatic assay; in the data active = inhibition above about 10%
# Rv3671c inh – Rv3671c serine protease inhibitors, primary screen, biochemical, fluorescence polarization, M. tuberculosis H37Rv; P9WHR9; inhibition, % at 5.96 µM; 320,000 tested, 0.048% active; AID 2606, 2010; in the data active = inhibition above about 38%;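 also: extracellular domain of Rv3671c used as enzyme; 0% = enzyme with DMSO and 100% = no enzyme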
# Target sequence (P9WHR9 whole entry, looked up, the tested form may be a part): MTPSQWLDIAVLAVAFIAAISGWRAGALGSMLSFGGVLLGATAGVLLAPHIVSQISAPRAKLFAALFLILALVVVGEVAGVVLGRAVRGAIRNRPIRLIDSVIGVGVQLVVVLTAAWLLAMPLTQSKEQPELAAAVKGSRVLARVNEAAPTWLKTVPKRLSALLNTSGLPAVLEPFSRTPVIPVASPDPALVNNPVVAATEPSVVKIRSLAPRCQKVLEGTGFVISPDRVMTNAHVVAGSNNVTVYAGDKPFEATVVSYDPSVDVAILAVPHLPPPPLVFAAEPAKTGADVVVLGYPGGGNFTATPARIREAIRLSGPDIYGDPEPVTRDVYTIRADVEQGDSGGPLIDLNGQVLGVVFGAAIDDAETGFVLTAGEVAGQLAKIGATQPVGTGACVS
# BH1578 lux ind – inducers of Vibrio cholerae quorum light production without autoinducers, primary screen, BH1578 luxS cqsA deficient, single point. activation, % at 18.7 µM. V. cholerae BH1578 lux reporter, luminescence, 6 h. 350,000 tested, 0.16% active; in the data active = activation mostly above about 9.7%, no sharp cut-off; also: not every result past the cut was called active; inactives centre near 0; reference of the scale not given here
# Yp Topo-I inh – Yersinia pestis topoisomerase I inhibitors, primary screen, biochemical, cleavage product accumulation, plate reader, single point; DNA topoisomerase I (Yersinia pestis CO92); Y. pestis Topo-I cleavage product accumulation; activity, % at 10 µM; 360,000 tested, 0.064% active; AID 504884, 2011; in the data active = activity above about 50%, passing the limit was not always enough; also: inactives centre near 2
# SARS 3CLpro inh – SARS-CoV 3CLpro protease inhibitors, primary screen, biochemical, quenched FRET | Replicase polyprotein 1ab (Severe acute respiratory syndrome coronavirus), P0C6X7 | recombinant SARS-CoV 3CLpro, quenched FRET peptide cleavage | inhibition, % at 6 µM | 290,000 tested, 0.14% active; in the data active = inhibition above about 12%
# An asterisk follows results filed as active; i = inactive; . = not tested or not shown; & = joins results of further samples.
SMILES,CCHF vOTU inh,MazF activator,VHR inh abs,PrPC TRFRET,PriA SSB inh,TcdB inh,Rv3671c inh,BH1578 lux ind,Yp Topo-I inh,SARS 3CLpro inh
COc1ccc(C(C(=O)NC2CCCC2)N(C(=O)c2snc(C(N)=O)c2N)c2cccc(O)c2)cc1 (configuration not stated),.,-22,33,.,2,.,-10,-0.3,-5,-5
Cc1ccccc1NC(=O)CCc1c(C)nn(-c2ccc(N3CCOCC3)nn2)c1C,-10,-23,-12,3,-7,-5.6,-4,-0.4,-4,-5
Cc1cccc(NC(=O)C2CC(=O)n3cnnc3S2)c1 (configuration not stated),8,1,19,0,-16,.,-10,-0.3,-3,4
Cc1cccc(N(CC(=O)NCc2ccco2)C(=O)CNS(=O)(=O)c2ccc(F)cc2)c1,2,-3,-1,9,-1,0.6,8,-0.2,6,2
O=C(c1cnn(C(=O)c2ccc(O)cc2)c1)c1ccccc1O,11,.,-6,4,.,0.5,2,.,.,1
C=CCn1c(SCCOc2ccc(OC)cc2)nnc1C(C)NC(=O)c1ccc(OC)cc1 (configuration not stated),-9,4,8,-8,-15,.,-2,-0.4,0,3
Cc1ccc(NC2=C(NCCO)C(=O)c3ccccc3C2=O)cc1,115*,-2,1,2,56,.,-179,-0.2,-22,7
CN(C)C(CNC(=O)c1ccc(NC(=O)c2cccs2)cc1)c1ccccc1 (configuration not stated),13,10,12,-7,-8,0.4,-5,-3.3,-2,-2
Cn1c(=O)c2c(nc(NC3CCCCC3)n2CC(O)COc2ccccc2)n(C)c1=O (configuration not stated),9,5,19,9,5,.,-4,-0.3,9,-3
CCOc1cc(C(=O)Nc2cc(C)ccc2OC)ccc1OCC(=O)N1CCCCC1,15,4,5,-5,-10,.,-10,i,28,4
COc1ccc2c(c1)CCc1cn3ncc(C#N)c3nc1-2,-345,-14,13,-1,-5,1.2,-8,-0.9,5,3
CSCCC(NC(=O)c1ccccc1Cl)C(=O)N1CCCCC1 (configuration not stated),-4,2,.,0,-4,0.4,4,-0.3,-1,.
O=CN(CCNc1ccccc1)c1ccccc1,8,-4,.,-6,-10,0.5,.,i,-1,.
C[C@H](CO)N1C[C@H](C)[C@@H](CN(C)Cc2ccc(Oc3ccccc3)cc2)Oc2ccc(NC(=O)Cn3cnnn3)cc2C1=O,5,8,.,4,14,0.1&1.1,5,-0.4,18,.
COc1ccccc1N1C(=O)c2cccc3c(C(=O)O)ccc(c23)C1=O,6,-2,12,-30,1,.,1,-0.4,-1,-2
CC(C)OC(=O)C1C(=O)NC2(C)CC1c1ccccc1O2 (configuration not stated),-13,1,-1,8,-7,.,-4,-0.3,-7,-2
CCCCN(CC)C(=O)Cc1ccccc1OC,11,5,34,6,-8,.,-1,-0.4,2,-6
Cc1sc2nc(SCC(=O)NCCCO)n(-c3ccccc3)c(=O)c2c1C,9,7,-11,1,-3,4.5,-2,-0.3,7,2
CS(=O)(=O)c1ccc(NC(=O)CN2C(=O)C3CCCCC3C2=O)cc1 (configuration not stated),9,1,10,0,-10,-1.9,5,-0.3,3,-3
O=S1(=O)c2ccccc2OC(COCc2ccccc2)CN1Cc1ccccc1 (configuration not stated),8,8,.,5,-11,1.6,.,-0.4,37,.
Cc1ccc(-c2[nH]ncc2/C=N/n2c(COc3ccccc3)nc3ccccc3c2=O)cc1,-15,-75,4,-6,.,.,-40,-0.3,48,-6
COc1ccc(S(=O)(=O)N2CCC(C(=O)NC3(C)CCS(=O)(=O)C3)CC2)cc1OC (configuration not stated),-7,1,.,3,3,0.7,-3,-0.8,3,.
CCc1ccc(OC)c(-c2csc(N)n2)c1,-6,16,25,-4,2,1.6,5,i,-1,2
C[C@@H]1C(=O)O[C@H]2[C@H]1CC[C@@]1(C)C(=O)C=C[C@@](C)(O)[C@H]21,-5,2,19,3,-4,0.8,5,-0.6,-6,.
COc1ccc(Cl)cc1-c1nc(SCC(=O)NC(C)C)n[nH]1,2,17,22,4,-8,-0.2,-1,-0.2,-5,2
COc1ccc(OCC(=O)NNC(=O)c2ccc3c(=O)n4c(nc3c2)CCC4)cc1,5,-4,0,-6,-4,-0.5,-3,i,0,1
CCOCc1nnc(NC(=O)c2cc(Cl)ccc2OC)s1,4,3,-2,5,-20,.,4,-3.6,5,1
CCOc1ccc(-n2c(SCc3cc(=O)oc4cc(C)c(C(C)C)cc34)nnc2-c2cccnc2)cc1,-10,8,17,0,13,.,-6,-1.4,4,4
COC(=O)C1C(=O)NCC1c1ccc(OC)cc1 (configuration not stated),4,-4,9,12,27&-2,-0.4,-2,-0.1,1,-3
CC(=C/c1ccccc1)/C=N/n1c(C)n[nH]c1=S,-6,6,39,-6,.,0.7,-2,i,0,4
CCOC(=O)CNC(=O)N1CCC(CCOc2ccccc2)(C(=O)OCC)CC1,-7,1,22,4,-17,1.0,-5,-0.2,6,7
N#Cc1nc(-c2cccs2)oc1N1CCOCC1,-311,-2,-4,-5,11,0.7,-1,-0.5,0,-5
CCN(C(=O)COC(=O)Cn1c(C)csc1=O)c1c(N)n(Cc2ccccc2)c(=O)[nH]c1=O,1,-4,.,3,-14,2.7,5,i,-4,.
O=C(N/N=C/c1cccnc1)c1ccccc1OCc1ccc(Br)cc1,6,-14,-29,0,.,4.9,-23,-0.2,1,3
COc1ccccc1NCC(=O)c1ccc(C)c(C)c1,0,-7,18,4,-7,1.3,-1,-0.1,-3,-2
CC1CCN(C(=O)CNC(=O)Cc2ccccc2)CC1,-13,5,26,-6,-14,.,3,-0.2,4,4
CC1C(C)C(O)(c2ccccc2)CCN1C (configuration not stated),-1,-1,40,1,-6,.,-7,-2.1,-1,0
Cc1noc(NS(=O)(=O)c2ccc(NC(=O)Cc3ccc([N+](=O)[O-])cc3)cc2)c1C,12,-1,-6,-8,7,3.0,-6,i,-1,0
CC(C)(C)c1ccccc1OCCCCN1CCCC1,-3,2,33,5,-1,.,7,-0.5,1,-5
CCN1CCN(Cc2ccccc2C)CC1,11,-4,14,10,-4,.,1,-0.3,-1,-7

# 13 of the compounds above, with two lines to a compound.
# Under each structure – CCHF vOTU inh, MazF activator, VHR inh abs, PrPC TRFRET, PriA SSB inh, TcdB inh, Rv3671c inh, BH1578 lux ind, Yp Topo-I inh, SARS 3CLpro inh
- CCOc1ccc(-n2c(SCc3cc(=O)oc4cc(C)c(C(C)C)cc34)nnc2-c2cccnc2)cc1
 : -10, 8, 17, 0, 13, ., -6, -1.4, 4, 4
- COC(=O)C1C(=O)NCC1c1ccc(OC)cc1 (configuration not stated)
 : 4, -4, 9, 12, 27&-2, -0.4, -2, -0.1, 1, -3
- CC(=C/c1ccccc1)/C=N/n1c(C)n[nH]c1=S
 : -6, 6, 39, -6, ., 0.7, -2, i, 0, 4
- CCOC(=O)CNC(=O)N1CCC(CCOc2ccccc2)(C(=O)OCC)CC1
 : -7, 1, 22, 4, -17, 1.0, -5, -0.2, 6, 7
- N#Cc1nc(-c2cccs2)oc1N1CCOCC1
 : -311, -2, -4, -5, 11, 0.7, -1, -0.5, 0, -5
- CCN(C(=O)COC(=O)Cn1c(C)csc1=O)c1c(N)n(Cc2ccccc2)c(=O)[nH]c1=O
 : 1, -4, ., 3, -14, 2.7, 5, i, -4, .
- O=C(N/N=C/c1cccnc1)c1ccccc1OCc1ccc(Br)cc1
 : 6, -14, -29, 0, ., 4.9, -23, -0.2, 1, 3
- COc1ccccc1NCC(=O)c1ccc(C)c(C)c1
 : 0, -7, 18, 4, -7, 1.3, -1, -0.1, -3, -2
- CC1CCN(C(=O)CNC(=O)Cc2ccccc2)CC1
 : -13, 5, 26, -6, -14, ., 3, -0.2, 4, 4
- CC1C(C)C(O)(c2ccccc2)CCN1C (configuration not stated)
 : -1, -1, 40, 1, -6, ., -7, -2.1, -1, 0
- Cc1noc(NS(=O)(=O)c2ccc(NC(=O)Cc3ccc([N+](=O)[O-])cc3)cc2)c1C
 : 12, -1, -6, -8, 7, 3.0, -6, i, -1, 0
- CC(C)(C)c1ccccc1OCCCCN1CCCC1
 : -3, 2, 33, 5, -1, ., 7, -0.5, 1, -5
- CCN1CCN(Cc2ccccc2C)CC1
 : 11, -4, 14, 10, -4, ., 1, -0.3, -1, -7

# Additional entries:
SMILES,CCHF vOTU inh,MazF activator,VHR inh abs,PrPC TRFRET,PriA SSB inh,TcdB inh,Rv3671c inh,BH1578 lux ind,Yp Topo-I inh,SARS 3CLpro inh
Cc1ccccc1NC(=O)c1c(C)cc(=O)oc1C,-2,1,23,-2,3,1.5,5,i,4,1
CCC(=NCc1cccnc1)c1c(O)n(-c2ccc(Cl)cc2)c(=O)[nH]c1=O,-9,3,0,22,-12,0.8,-3,-0.5,0,-1
CC1(C(=O)Nc2ccc3ccccc3c2)CC1(Br)Br (configuration not stated),-10,0,31,-1,-6,0.2,5,1.1,-2,1
CC(NC(=O)CN(Cc1ccccc1)S(=O)(=O)c1ccccc1)c1cccnc1 (configuration not stated),-3,-2,.,2,8,0.5,-7,-0.6,12,.
Cc1ccc(S(=O)(=O)N2CCN(CCc3ccccc3)CC2)c(C)c1,12,1,-2,-2,-2,1.0,2,i,37,-6
CC(C(=O)Nc1ccccn1)(c1ccccc1)c1ccccc1,-14,4,13,9,-18,0.4,.,2.3,9,4
Cc1nc2ncnn2c(C)c1CCC(=O)NC(C)c1ccc2c(c1)OCCO2 (configuration not stated),-7,-6,35,-3,-5,.,3,-11,12,4
Cc1ccc(NNC(=O)c2cccs2)cc1Cl,-9,4,14,6,7,-2.1,8,-1.6,-4,0
O=C(N/N=C\c1cn(-c2ccccc2)nc1-c1ccccc1)c1ccc(Br)o1,15,2,-1,2,.,.,-25,-3.1,13,-1
O=C1NC(=O)N(c2ccc3c(c2)OCO3)C(=O)/C1=C/c1ccc(N2CCCCC2)o1,1,-172,30,-28,-3,.,-3,0.7,4,5
CCC1(C2=CCCCC2)C(=O)NC(=S)N=C1N (configuration not stated),-18,5,.,1,-4,1.4,.,-7.1,-9,.
C/C=C/c1cnc2c(c1)C(=O)N([C@@H](C)CO)C[C@H](C)[C@@H](CN(C)S(=O)(=O)c1ccc(C)cc1)O2,-7,-3,.,-6,.,0.9&0.0&-2.9,.,-0.2,10,.
COc1ccccc1NC(=O)CSc1nc(N)cc(N)n1,-11,4,15,-1,-9,.,3,-0.2,5,-5
O=C(Nc1cccc2c1CCCC2)c1ccc(Br)o1,0,0,7,3,-22,.,-15,i,1,-4
CCOC(=O)CSC1=C(C#N)C(c2sccc2C)CC(=O)N1 (configuration not stated),1,-14,6,20,-12,.,4,i,-8,1
CC(C)(C)NC(=O)NC(=O)COC(=O)C1(C)CC1(Cl)Cl (configuration not stated),-7,1,8,0,-16,-0.4,1,-0.3,-1,5

# Screening results: PubChem, several laboratories

# These rows are one share of the data (hit frequency here may not be typical).
